L3MBTL1 block – qHTS Assay for the Inhibitors of L3MBTL1; Lethal(3)malignant brain tumor-like protein 1 (Homo sapiens), Q9Y468; AID 485360, 2010; 230,000 tested, 0.66% active; Potency, µM (doses to about 57.1 µM), inactives show at the top dose activity, negative = inhibition, usual class: inhibitors; AlphaScreen L3MBTL1–H3K9me1 peptide binding; further: nearly all actives have a fitted effect of over 60% in size
Target sequence (Q9Y468 whole entry, looked up): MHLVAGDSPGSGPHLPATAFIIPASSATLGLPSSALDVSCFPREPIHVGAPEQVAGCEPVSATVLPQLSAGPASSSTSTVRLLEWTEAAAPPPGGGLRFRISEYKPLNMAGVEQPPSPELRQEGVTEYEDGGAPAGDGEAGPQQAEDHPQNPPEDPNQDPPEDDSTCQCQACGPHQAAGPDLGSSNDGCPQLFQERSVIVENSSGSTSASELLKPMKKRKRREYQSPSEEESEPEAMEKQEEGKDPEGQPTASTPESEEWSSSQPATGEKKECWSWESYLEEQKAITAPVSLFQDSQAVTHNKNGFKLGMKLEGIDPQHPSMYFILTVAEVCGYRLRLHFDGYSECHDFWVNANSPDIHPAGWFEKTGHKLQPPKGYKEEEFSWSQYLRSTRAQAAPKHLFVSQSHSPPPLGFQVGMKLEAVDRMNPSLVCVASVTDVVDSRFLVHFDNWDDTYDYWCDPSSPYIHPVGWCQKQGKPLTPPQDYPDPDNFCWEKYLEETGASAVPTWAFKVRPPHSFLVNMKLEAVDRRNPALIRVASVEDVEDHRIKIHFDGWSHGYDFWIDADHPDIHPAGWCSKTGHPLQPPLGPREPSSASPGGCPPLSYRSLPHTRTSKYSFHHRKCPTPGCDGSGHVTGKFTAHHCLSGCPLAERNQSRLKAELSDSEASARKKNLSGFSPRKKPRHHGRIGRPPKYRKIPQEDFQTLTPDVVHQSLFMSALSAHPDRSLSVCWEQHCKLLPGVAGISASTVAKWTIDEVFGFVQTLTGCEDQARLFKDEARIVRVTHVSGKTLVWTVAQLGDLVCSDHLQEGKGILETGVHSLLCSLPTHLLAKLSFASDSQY
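Displacement of a biotinylated histone H3(1-15) peptide monomethylated at Lys9 (75 nM) from L3MBTL1 (50 nM) was measured by AlphaScreen after a 30 min room-temperature compound incubation; cefsulodin titration served as intraplate control.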
TRb SRC2 PPI – qHTS for Inhibitors of the Interaction of Thyroid Hormone Receptor and Steroid Receptor Coregulator 2. TRbeta-SRC2 peptide binding, fluorescence polarization; receptor liganded with 1 µM T3. AID 1469, 2008. Potency, µM (highest dose often 106 µM), without a hit: at the highest dose activity change, negative = inhibition, hits mostly inhibitors. Thyroid hormone receptor beta (Homo sapiens), P10828. 280,000 tested, 0.065% active;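 further: plate controls were bound peptide for no effect and peptide without receptor for full effect; nearly all actives have a fitted effect of over 50% in size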
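Quantitative HTS by FP: 0.6 uM TRb LBD, 20 nM labeled SRC2 20-mer, 1 uM T3, 5% DMSO; 5 hr ambient incubation; % activity per concentration and potencies from concentration series.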
Tau fibril FP – qHTS for Inhibitors of Tau Fibril Formation, Fluorescence Polarization; AID 1468, 2008; 280,000 tested, 0.39% active; K18 P301L tau heparin fibrillization, Alexa594 FP, 6 h; Potency, µM (doses to about 57.7 µM), for inactives: at the top dose activity, negative = inhibition, hits mostly inhibitors; Microtubule-associated protein tau (Homo sapiens), P10636; further: nearly all actives have a fitted effect of over 55% in size
Target sequence (P10636 561-689 P618L limits assumed): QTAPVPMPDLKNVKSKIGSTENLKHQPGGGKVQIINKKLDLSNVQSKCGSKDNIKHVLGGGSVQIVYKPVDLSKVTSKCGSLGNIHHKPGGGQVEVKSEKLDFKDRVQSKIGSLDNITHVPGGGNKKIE
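Human K18 P301L fragment (15 uM unlabeled plus 0.24 uM Alexa 594-labeled) in 100 mM sodium acetate pH 7 with compound, aggregation induced by 20 uM heparin for 6 hr at 37 C. ThT (30 uM) added for 1 hr, then Alexa 594 FP read.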
RECQ1 inh – qHTS Assay for Inhibitors of RecQ-Like Dna Helicase 1 (RECQ1); RECQ1 DNA unwinding, red fluorescence kinetic read; 240,000 tested, 0.54% active; ATP-dependent DNA helicase Q1 (Homo sapiens), P46063; Potency, µM (series often up to 57.3 µM), for the others: at the highest dose activity, negative = inhibition, most hits filed as inhibitors;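 further: plate controls were vehicle for no effect and no enzyme for full effect; nearly all actives have a fitted effect of over 30% in size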
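RECQ1T1 50 nM; forked duplex (20 bp + 30-nt ss tails) 200 nM, ATP 2 mM final; pH 8.0, 2 mM MgCl2, 2.5 ug/ml poly(dI-dC); 15 min compound preincubation; discontinuous kinetic read over 2 h at RT.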
TexasRed fluor – Total Fluorescence Counterscreen for Inhibitors of the Interaction of Thyroid Hormone Receptor and Steroid Receptor Coregulator 2; Potency, µM (series often up to 106 µM), inactives show top-dose fluorescence change, negative = quenching; TRb/SRC2 Texas Red total fluorescence interference; 280,000 tested, 0.29% active; active means well fitted curve in either direction with a large enough effect; inconclusive means small, poorly fitted or top-dose-only effect
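Human TRb ligand-binding domain at 0.6 uM with 20 nM Texas Red SRC2 peptide in Tris buffer containing 1 uM T3 and 5% DMSO, incubated with compound 5 h at ambient temperature. Total fluorescence (555/632 nm) calculated as parallel + 2 × perpendicular.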
GoLoco inh red – qHTS Assay for Inhibitors of RGS12 GoLoco Motif Activity (Red Fluorophore). Gai1:RGS12 GoLoco peptide FP, rhodamine, 10 min. Potency, µM (top dose mostly 61.6 µM), for inactives: at the top dose activity, negative = inhibition, usual class: inhibitors. 230,000 tested, 0.44% active; active means well fitted inhibition curve with a large enough effect, not every such curve was filed as active; inactive means no such curve, though single readings can be large or run the other way; further: nearly all actives have a fitted effect of over 30% in size; many of its hits are not listed in these tables
Tau fibril ThT – qHTS for Inhibitors of Tau Fibril Formation, Thioflavin T Binding | 270,000 tested, 2.1% active | recombinant tau K18 P301L (four-repeat tau fragment), heparin-induced fibrillization, ThT fluorescence | Potency, µM (doses to about 57.4 µM), inactives show at the top dose activity, negative = inhibition, actives largely listed as inhibitors | AID 1460, 2008; further: nearly all actives have a fitted effect of over 55% in size
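Tau K18 P301L fragment (15 uM unlabeled plus 0.24 uM Alexa 594-labeled) in 100 mM sodium acetate pH 7 with compound, fibrillization induced by 20 uM heparin for 6 hr at 37 C. Thioflavin T (30 uM) added, fluorescence read after 1 hr (ex 450, em 510 nm).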
KDM4E inh – qHTS Assay for Inhibitors of Human Jumonji Domain Containing 2E (JMJD2E). Lysine-specific demethylase 4E (Homo sapiens), B2RXH2. Potency, µM (series often up to 57.1 µM), inactives show at the highest dose activity change, negative = inhibition, hits mostly inhibitors. 230,000 tested, 1.6% active. JMJD2E catalytic domain, FDH-coupled NADH fluorescence (FDH is formaldehyde dehydrogenase); active means well fitted inhibition curve with a large enough effect, not every such curve was filed as active; inconclusive means small, poorly fitted or top-dose-only effect, or another doubt; inactive means no such curve, though single readings can be large or run the other way;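 further: 0% = wells with enzyme and -100% = buffer wells without enzyme; nearly all actives have a fitted effect of over 50% in size; many of its hits are not listed in these tables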
* hit, by the source's call; i = inactive; ? = inconclusive; / = no result given; [ ] = dose if it differs, or a comment. Unless noted, the call rests on the fitted dose curve; in most records, active means well fitted curve in the direction sought with a large enough effect; inconclusive means small, poorly fitted or top-dose-only effect, or another doubt; inactive means no such curve, though single readings can be large; an effect the other way counts as inactive or inconclusive. Unless noted, on the % scale 0 is the no-effect control and ±100 the full control effect; potency means the concentration at half of the fitted maximal effect. The list is partial. The share of hits here may be higher or lower than overall.

SMILES	L3MBTL1 block	TRb SRC2 PPI	Tau fibril FP	RECQ1 inh	TexasRed fluor	GoLoco inh red	Tau fibril ThT	KDM4E inh
CC(C)(C)c1cnnn1-c1ccc(NC(=O)c2ccc(Br)o2)cc1	-1.8%	1.4%	-10.1%	-7.2%	-2.5%	0.5%	0.7%	3.8%
Fc1ccccc1CSc1nnc(-c2cnccn2)n1Cc1ccco1	?	-0.2%	1.5%	-7.5%	-1.2%	-0.8%	-3.6%	6.9%
Cc1nc(SC2C=CS(=O)(=O)C2)n[nH]1 (stereo not given)	/	7.8%	-3.7%	-4.9%	1.7%	3.4%	-13.6%	-4.3%
Cc1c(C(=O)N2CCC(C)CC2)c(S(=O)(=O)N2CCN(c3ccc(Cl)cc3)CC2)c(C)n1C	/	-0.9%	7.5%	/	-0.6%	/	-10.2%	/
CCNC(=S)N/N=C/c1ccc(OCc2ccc(C(=O)OC)cc2)cc1	0.6%	-14.9%	-2.7%	7.4%	1.2%	21.0%	-5.1%	?
CCOc1ccc2cc(C#N)c(SCC(=O)NC(C)CC)nc2c1 (stereo not given)	-1.6%	4.1%	-3.0%	-6.1%	-3.4%	19.9%	3.6%	-28.7%
COc1ccc(/C=C(\NC(=O)c2ccc(OC)c(OC)c2)C(=O)NCCc2c[nH]c3ccccc23)cc1	-5.3%	-7.0%	1.7%	-2.4%	-0.2%	1.9%	-15.4%	-5.6%
Cc1nn(C(C)C(=O)NNC(=S)Nc2ccc(Cl)cc2)c(C)c1[N+](=O)[O-] (stereo not given)	/	-6.1%	7.0%	i	-1.4%	0.1%	-6.7%	12.2%
O=S(=O)(c1cccs1)N1CCN(C/C=C/c2ccccc2)CC1	-4.5%	-4.6%	-2.0%	-5.5%	0.7%	7.9%	1.7%	-2.3%
C=CCn1c(SCc2ccc(F)cc2)nnc1-c1sc2nc(C)cc(C)c2c1N	4.5%	-4.9%	7.1%	-0.9%	-2.6%	3.6%	-8.9%	?
Clc1ccc(-c2cc(CSc3ccccc3)on2)cc1	67.6%[activator]	-1.0%	4.3%	i	-2.5%	3.8%	-2.4%	9.4%
NC(=O)C1CCN(c2ccc(S(=O)(=O)N3CCC(Cc4ccccc4)CC3)cn2)CC1	0.3%	6.3%	5.0%	-4.1%	-0.3%	7.0%	3.9%	0.5%
Cn1cc(CN2CCCCC2CO)c(-c2ccc(Oc3ccccc3)cc2)n1 (stereo not given)	-8.4%	-4.5%	-0.6%	2.3%	-0.3%	6.3%	-5.3%	-0.4%
CCOC(=O)c1cccc(NC(=O)Cn2c(CC(=O)NC)nc3ccccc32)c1	0.5%	-0.9%	-7.8%	-10.3%	0.3%	2.4%	-13.5%	-11.4%
CCOC(=O)c1csc(NC(=O)CSc2nnc(C3CC3)n2C)n1	/	5.6%	-3.1%	i	3.1%	1.4%	-5.1%	3.9%
CC1Cc2ccccc2N1C(=O)CSc1nnc(CSc2ncccn2)n1C (stereo not given)	4.1%	-2.7%	-18.6%	-2.7%	0.4%	8.7%	-0.7%	-2.2%
CCCCNC(=O)C1CCN(S(=O)(=O)c2cnc[nH]2)CC1	/	6.3%	5.7%	i	1.8%	-3.5%	-7.9%	-1.0%
COc1cccc(NC(=O)C(=O)NCCc2csc(-c3ccc(C(F)(F)F)cc3)n2)c1	/	7.5%	-9.9%	/	-0.1%	/	-4.0%	/
O=C1c2[nH]nc(-c3ccccc3O)c2C(c2cccc(OCc3ccccc3)c2)N1CCCO (stereo not given)	/	-6.1%	-9.3%	/	-2.3%	/	8.1%	/
O=C(Cn1cnc2scc(-c3ccc(Br)cc3)c2c1=O)N1CCOCC1	2.0%	3.7%	0.9%	i	-0.3%	10.0%	-3.5%	1.7%
COC(=O)CSc1nccc(C)n1	8.6%	-1.4%	3.9%	-4.7%	1.1%	7.9%	-7.0%	12.9%
COc1cc(CNCCSc2nnnn2C)ccc1OCc1ccc(F)cc1	/	-2.5%	-4.3%	/	0.5%	/	-11.6%	/
CC(=O)c1cccc(NC(=O)c2ccc(-c3ccccc3[N+](=O)[O-])o2)c1	-18.3%	-2.1%	-5.4%	5.6%	0.0%	14.2%	?	-1.9%
CCOC(=O)c1c(NC(=O)C2CC2)sc2c1CC(C)(C)OC2	/	-6.3%	-8.8%	i	-1.4%	3.6%	/	-3.5%
Cc1nc(SC(C(=O)c2ccccc2)c2ccccc2)n[nH]1 (stereo not given)	-1.3%	3.2%	-4.1%	i	0.4%	7.8%	-7.9%	0.6%
Cc1ccsc1C(=O)NNC(=O)C1C2C=CC(C2)C1C(=O)O (stereo not given)	8.0%	-5.6%	2.5%	-9.6%	-11.0%	5.7%	-4.0%	-8.3%
CC1=C(C(=O)N2CCCCC2)C(c2ccc(Cl)cc2)n2c(nc3ccccc32)N1 (stereo not given)	/	-4.3%	1.0%	/	5.7%	/	-5.0%	/
CC(=O)c1ccc(N(C)C)c2c(N(C)C)cccc12	-0.8%[11.4 µM]	-12.1%	-0.7%	9.3%	2.2%	-15.1%	-3.4%	-7.2%
C=CCNC(=O)/C(=C\C=C\c1ccccc1)NC(=O)c1ccccc1Cl	-7.0%	0.9%	-1.6%	-6.0%	0.2%	6.2%	0.5%	-9.3%
Cc1nc(SCC(=O)c2ccc(Cl)cc2)c([N+](=O)[O-])[nH]1	-3.3%	0.2%	-4.5%	-4.2%	-8.4%	-11.1%	?	8.9%
CCN(CC)CC(=O)Nc1ccc2c(c1)Nc1ccccc1CC2	-10.4%	-20.3%	4.5%	-10.4%	-1.7%	-0.3%	?	-7.8%
CCOC(=O)C1CCCN(C(=O)c2ccc3c(=O)n(CCOC)c(=S)[nH]c3c2)C1 (stereo not given)	-7.3%	?	-2.6%	i	1.4%	-4.6%	9.3%	1.2%
O=S(=O)(c1ccccc1)c1ncc(C(F)(F)F)cc1Cl	-4.8%	-4.3%	-8.0%	-7.9%	-5.1%	-1.4%	?	0.2%
O=C(NCCCN1CCOCC1)c1ccc2c(c1)N(Cc1ccccc1)C(=O)c1ccccc1S2	/	1.0%	-0.8%	/	-0.4%	/	-0.3%	/
COc1cccc(OCCCCN2CC(C)OC(C)C2)c1 (stereo not given)	/	-13.6%	0.5%	i	1.4%	-8.3%	-6.8%	?
COc1cc2c(=O)c(C(=O)c3ccc(C)c(C)c3)cn(Cc3ccccc3F)c2cc1OC	/	0.7%	2.1%	/	2.3%	/	-12.6%	/
CCCCN(CC)c1ncnc2c1sc1nc(N3CCOCC3)c3c(c12)CCCC3	/	-2.8%	4.4%	/	-15.1%	/	-14.6%	/
Cc1[nH]nc2c1C(c1ccsc1C)C(C#N)=C(N)O2 (stereo not given)	/	-0.6%	1.1%	-1.3%	-4.0%	1.1%	?	3.2%
Cn1cccc1C(=O)C(=O)Nc1ccc(Cl)cc1	-3.4%	4.7%	6.3%	-6.3%	-0.7%	8.3%	?	-3.3%
Cc1nc2ccc(F)cc2cc1C(=O)Nc1cccc(Cl)c1C	5.1%	-5.2%	-7.4%	2.1%	0.8%	45.4%[activator]	6.8%	11.4%

Next section (two carried over from the part before).
SMILES	L3MBTL1 block	TRb SRC2 PPI	Tau fibril FP	RECQ1 inh	TexasRed fluor	GoLoco inh red	Tau fibril ThT	KDM4E inh
Cn1cccc1C(=O)C(=O)Nc1ccc(Cl)cc1	-3.4%	4.7%	6.3%	-6.3%	-0.7%	8.3%	?	-3.3%
Cc1nc2ccc(F)cc2cc1C(=O)Nc1cccc(Cl)c1C	5.1%	-5.2%	-7.4%	2.1%	0.8%	45.4%[activator]	6.8%	11.4%
O=C(Cn1cnc2c(nnn2-c2ccccc2)c1=O)NCc1ccc(F)cc1	6.4%	4.6%	-4.4%	-12.1%	-4.2%	8.9%	-0.2%	11.2%
COc1ccc(CN2C(=O)c3ccccc3C2C(=O)NC2CCCC2)c(OC)c1 (stereo not given)	4.5%	-10.2%	-11.3%	-17.3%	0.1%	-4.2%	-1.8%	8.1%
O=C(O)c1ccccc1C(=O)OCCCCOC(=O)c1ccccc1C(=O)O	-0.3%	-2.9%	5.2%	-6.7%	-0.9%	10.6%	-3.6%	-5.9%
O=C(Cc1cccs1)Nc1nc(-c2cccnc2)cs1	-16.1%	2.0%	3.0%	-5.5%	-3.9%	64.8%[activator]	-3.6%	-8.2%
CS(=O)(=O)N(CCC#N)Cc1ccc(C=O)o1	-3.1%	3.6%[53 µM]	-5.1%	17.1%	-1.0%[53 µM]	-1.9%	-5.2%	14.2%
CC(C)(C)NCc1ccccc1OCc1cccs1	14.7%	-0.1%	-2.5%	i	-0.4%	-3.5%	-5.8%	8.2%
COc1cc(C(=O)Nc2ccc3c(c2)CCN3C(C)=O)cc(OC)c1OC	8.1%	-0.7%	5.7%	i	-3.8%	-3.4%	-10.1%	18.3%
CCc1nc(SCC(=O)NCCc2ccccc2)c2oc3ccccc3c2n1	10.8%	-15.4%	1.7%	i	1.7%	10.1%	-6.8%	11.0%
CCCn1ncc(CN2CCC(CO)(CC3CCCCO3)CC2)c1C (stereo not given)	-1.9%	2.1%	-2.1%	-3.1%	-1.1%	9.7%	-6.9%	11.5%

In the list so far, these have a CF3 group.
SMILES	L3MBTL1 block	TRb SRC2 PPI	Tau fibril FP	RECQ1 inh	TexasRed fluor	GoLoco inh red	Tau fibril ThT	KDM4E inh
COc1cccc(NC(=O)C(=O)NCCc2csc(-c3ccc(C(F)(F)F)cc3)n2)c1	/	7.5%	-9.9%	/	-0.1%	/	-4.0%	/
O=S(=O)(c1ccccc1)c1ncc(C(F)(F)F)cc1Cl	-4.8%	-4.3%	-8.0%	-7.9%	-5.1%	-1.4%	?	0.2%
